F508del corr – CFTR F508del correction in bronchial cells. CFBE cells, YFP halide quenching; stimulated with forskolin plus potentiator P3; % fluorescence drop versus neutral controls. activity (quench increase), % at 7.58 µM. 350,000 tested, 0.36% active. AID 720511;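 active = mean added fluorescence quench of at least 8% versus neutral control, with both replicates also reaching 8%; inconclusive = only one of the mean or replicate conditions met; inactive = mean below 8% and not both replicates reaching 8%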;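 also: cells transiently co-express mutant CFTR-F508del with the halide-sensitive YFP; corrector assay measuring rescue of mutant channel to the surface after 24 h compound exposure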
RAD52 inh – inhibitors of human RAD52 DNA annealing. recombinant RAD52 DNA annealing, FRET fluorescence. inhibition, % at 18.7 µM. 360,000 tested, 0.46% active. AID 651710;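 active = every replicate showing at least 50% inhibition; inconclusive = mean inhibition at least 50% but not in every replicate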
Target sequence (P43351 whole entry, looked up): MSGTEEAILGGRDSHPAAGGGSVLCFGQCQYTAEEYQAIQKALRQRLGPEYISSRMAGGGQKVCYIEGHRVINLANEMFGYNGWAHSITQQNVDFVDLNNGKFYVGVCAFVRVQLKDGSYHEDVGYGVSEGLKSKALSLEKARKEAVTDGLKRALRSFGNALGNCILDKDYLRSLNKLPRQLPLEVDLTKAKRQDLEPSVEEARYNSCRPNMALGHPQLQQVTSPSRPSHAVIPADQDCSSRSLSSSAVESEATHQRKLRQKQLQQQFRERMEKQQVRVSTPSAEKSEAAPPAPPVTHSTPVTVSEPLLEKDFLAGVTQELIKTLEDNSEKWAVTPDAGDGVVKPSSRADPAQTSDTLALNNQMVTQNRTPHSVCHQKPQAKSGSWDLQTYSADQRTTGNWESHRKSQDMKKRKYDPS
Casp6 inh – caspase-6 (human) enzyme inhibition | P55212 | purified caspase-6, Z-VEID-R110 cleavage fluorescence | inhibition, % at 12.5 µM | 350,000 tested, 0.53% active | AID 686996;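 active = mean inhibition across replicates at least about 35%, with every replicate also reaching that limit, limit read from the data; inconclusive = only one of the two criteria met; inactive = neither criterion met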;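 also: 0% = median of neutral control wells and 100% = no fluorescence left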
Target sequence (P55212 24-179 limits assumed): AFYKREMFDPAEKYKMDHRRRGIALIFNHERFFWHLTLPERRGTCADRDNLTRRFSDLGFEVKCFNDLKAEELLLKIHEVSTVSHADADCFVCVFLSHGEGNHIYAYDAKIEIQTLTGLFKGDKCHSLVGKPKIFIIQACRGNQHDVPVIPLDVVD
Target sequence (P55212 194-293 limits assumed): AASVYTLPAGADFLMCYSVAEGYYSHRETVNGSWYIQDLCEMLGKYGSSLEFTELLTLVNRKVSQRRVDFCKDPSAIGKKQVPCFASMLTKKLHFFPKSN
RAD54 inh – inhibitors of human RAD54 branch migration. 360,000 tested, 0.14% active. RAD54 Holliday junction branch migration, FAM/BHQ fluorescence. AID 602329. inhibition, % at 10.4 µM;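 active = mean normalized replicate activity at least 40 and at least half of replicates scoring 40 or more; inconclusive = only one of the two criteria met; inactive = mean below 40 and under half of replicates reaching 40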;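 also: 0% = median of neutral control wells and 100% = median of positive control wells; inhibitors cause a drop in the FAM fluorescence signal; in these data hits start at about 50%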
GSIS activator – GLuc luminescence reporter in INS-1E cells, primary screen for activators of glucose-dependent secretion of insulin; 370,000 tested, 0.61% active; INS-1E GLuc reporter insulin secretion, 2-3 h; AID 743287; activation, % at 16.6 µM;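 active = lowest replicate activation of at least 40%, so every replicate reaches that level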;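 also: 0% = median of neutral control wells and 100% = median of IBMX positive control wells; some compounds called inactive have numbers as strong as hits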
DENV2 CPE rescue – protects cells from dengue virus 2 cytopathic effect; CPE inhibition, % at 9.99 µM; AID 651640; DENV2-infected cells, cytopathic effect rescue, plate reader; 350,000 tested, 1.7% active; in the data active = CPE inhibition above about 20%, passing the limit was not always enough; inconclusive = no clear call, values can overlap the other calls; tested in BHK-21 cells;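 also: 0% = median of neutral control wells and 100% = median of positive control wells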
E-sel inducer – E-selectin induction on HUVECs; P16581; HUVEC E-selectin immunofluorescence imaging; normalized: neutral wells 0, TNF-alpha wells 100; activation, % at 7.58 µM; 260,000 tested, 0.37% active;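 active = mean E-selectin-positive cell signal at least 10% of the positive control, reached in at least 60% of replicates, without over 20% cell loss; inconclusive = no rule given, readout overlaps actives, possibly toxicity-flagged; inactive = the rest, including those meeting only one limit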;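 also: in these data hits start at about 27%; measured in HUVEC primary endothelial cells; signal is the percent of cells scored E-selectin positive by PE staining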
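System: HUVEC / Compound: single concentration / Signal: immunofluorescence imaging / Read-out: percent E-selectin-positive cells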
XiGFP reactiv – reactivates the inactive X chromosome in mouse fibroblasts; XiGFP mouse fibroblasts, % GFP-positive cells imaging, 3 d; cells co-treated with 5-aza-dC sensitizer; scaled so ellipticine positive control = 100%; 360,000 tested, 0.055% active; activation, % at 7.58 µM; AID 743238;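 active = mean normalized replicate activation at least 10% and every replicate at or above 10%; inconclusive = only one of the two criteria met; inactive = mean below 10% and not all replicates reach 10%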;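 also: 0% = median of on-plate neutral control wells and 100% = ellipticine 6 µM median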
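Assay system – SV40-immortalized XiGFP fibroblast cells, line 68-5-11 · Buffer or medium – DMEM supplemented with 5-aza-dC as sensitizing agent · Dosing – one concentration, pinned · Benchmarks – positive control ellipticine, 6 µM final · Times – 3 days compound exposure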
Starred values were filed as active, the others as inactive; ? = inconclusive; · = not tested or not shown.

SMILES | F508del corr | RAD52 inh | Casp6 inh | RAD54 inh | GSIS activator | DENV2 CPE rescue | E-sel inducer | XiGFP reactiv
CCOC(=O)C1CSCCS(=O)(=O)N1Cc1ccccc1C (stereo not given) | 0.3 | -16 | 4 | · | -15 | -2 | · | -0.2
Cc1cccc(C(=O)NCCCN(C)CCCNC(=O)c2cccc(C)c2)c1 | 1.3 | -10 | -21 | -1 | 3 | 2 | · | 0.2
CCCCCCCCCCOC(=O)NC1CCS(=O)(=O)C1 (stereo not given) | -1.0 | 8 | 2 | · | -4 | -2 | 0.0 | 0.0
CC(C)NCC(O)COC1CCC(C(C)(C)C)CC1 (stereo not given) | -0.2 | 0 | 1 | -6 | -11 | 7 | · | 0.0
O=C(CN1CCCCCC1)Nc1ccc(S(=O)(=O)N2CCCCC2)cc1 | -1.0 | -13 | -2 | · | 4 | -1 | 0.0 | 0.2
Cc1nn(C(C)C(=O)NCc2ccco2)c(=O)c2nn(-c3ccccc3)c(C)c12 (stereo not given) | 0.7 | -1 | -1 | 20 | -6 | -3 | -0.9 | 0.0
CCC(=O)Nc1ccc2c(c1)C(=O)N(C)[C@H]1CC[C@H](CC(=O)N[C@@H](C)c3ccccc3)O[C@@H]1CO2 | -2.2 | 13 | 0 | -7 | 0 | -5 | 0.2 | 0.3
OC(c1ccccc1)c1nc2ccccc2[nH]1 (stereo not given) | 2.4 | 6 | 3 | 1 | 7 | -5 | 1.0 | 0.0
CCCCn1nnc(NC(=O)C(c2ccccc2)c2ccccc2)n1 | -0.9 | -12 | 0 | · | -8 | -2 | · | -1.1
COc1ccc(C(=O)Nc2ccc3oc(Cc4ccc(Cl)cc4)nc3c2)cc1OC | 0.0 | -7 | 2 | -10 | -17 | -3 | -0.4 | 0.1
CN(C)C(=O)c1cccc(-c2ccccc2[C@@H]2[C@H](C#N)N(C(=O)C3CCCCC3)[C@H]2CO)c1 | -0.9 | 1 | 0 | · | -10 | 73* | 0.5 | 0.0
O=C(Nc1ccccc1)OCCNC1CCCCC1 | -1.1 | -3 | 5 | · | 9 | 8 | 0.0 | 0.2
O=c1cc(CSc2nnnn2-c2ccccc2)nc2sccn12 | -3.0 | -22 | -3 | · | 35 | 2 | 4.0 | -0.2
CO[C@H]1CN(C)C(=O)c2ccc(NC(=O)C3CC3)cc2OC[C@H](C)N(C(=O)c2ccccc2F)C[C@@H]1C | 1.8 | 5 | -2 | 3 | -2 | -3 | -0.3 | 0.1
CCCN(Cc1ccccc1)C(=S)Nc1ccc(OCC)cc1 | 0.0 | -13 | -4 | 3 | -37 | 0 | 0.0 | 0.2
O=C(c1ccccc1)N1CCCC(C(=O)N2CCN(c3ccccc3)CC2)C1 (stereo not given) | 1.5 | -1 | 2 | · | 2 | 2 | 2.8 | 0.1
CN1CCC(N(C)C(=O)c2ccc(Cl)c(S(=O)(=O)N(C)c3ccc(Cl)cc3)c2)CC1 | -5.0 | 6 | -4 | 3 | -8 | -1 | 0.3 | 0.4
O=C(COC(=O)Cc1ccc(F)cc1)Nc1cc(S(=O)(=O)N2CCOCC2)ccc1N1CCCC1 | · | -4 | 0 | · | 0 | · | -0.3 | 0.6
O=S(=O)(N[C@@H]1CC[C@H](CCn2cc(C3(O)CCCC3)nn2)O[C@H]1CO)c1ccc(F)cc1 | 0.8 | -3 | 0 | 6 | -11 | ? | -3.2 | 0.6
CCc1ccc(NC(=O)CCCn2nc(CC)n3c(cc4occc43)c2=O)cc1 | -1.1 | -16 | -2 | -7 | 14 | -2 | · | 0.1
O=C(Nc1ccc(F)cc1)N[C@H]1CC[C@H](CCn2cc(-c3ccccc3F)nn2)O[C@@H]1CO | 0.9 | 4 | -1 | 9 | 7 | -3 | -0.1 | 0.3
O=C(c1ccc(-c2ccc(Cl)cc2)o1)N1CCN(c2ccc([N+](=O)[O-])cc2Cl)CC1 | 5.5 | -7 | -4 | 10 | 11 | -5 | · | ·
COc1ccccc1NC(=O)N1CCCCN2[C@H](CO)[C@H](c3ccc(-c4ccccc4)cc3)[C@@H]2C1 | -2.6 | -10 | 0 | 3 | · | -6 | · | ·
COc1ccc(NC(=O)N2CCCCN3[C@@H](CO)[C@@H](c4ccc(-c5ccccc5F)cc4)[C@@H]3C2)cc1 | -6.3 | 65* | 2 | 20 | -17 | -24 | 0.2 | 0.0
C[C@H](O)[C@@H]1C(=O)N2CCc3c([nH]c4c(-c5ccccc5)cccc34)[C@@H]2C[C@@H]1N(C)C(=O)OCc1ccccc1 | -1.5 | -28 | 0 | · | -24 | 1 | 0.0 | 0.2
C[C@H]1CN([C@@H](C)CO)C(=O)c2c(c3ccccc3n2C)-c2ccccc2CO[C@H]1CN(C)Cc1ccc(C(=O)O)cc1 | -2.0 | 7 | 3 | -6 | 13 | 9 | 0.6 | 0.0
COc1ccccc1-c1cnc2c(c1)C(=O)N([C@H](C)CO)C[C@H](C)[C@H](CN(C)C(=O)c1cccnc1)O2 | -2.2 | 3 | -2 | 14 | 11 | 3 | 0.2 | 0.4
COc1ccc(CN(CC(=O)NCCc2ccccc2)C(=O)CCC(=O)Nc2cc(C)ccn2)cc1 | 2.5 | -6 | -1 | 8 | 8 | -3 | -0.2 | 0.4
CN(C)c1ncnc2c1ncn2[C@H]1CN(Cc2cccs2)C[C@@H](CO)O1 | 2.4 | -31 | -9 | -3 | 28 | ? | · | 0.0
COc1cc(/C=C2/C(=O)N(c3cccc(Br)c3)N=C2C)cc(OC)c1O | 1.8 | -46 | 16 | -4 | 1 | -2 | · | 0.0
Cn1cc(S(=O)(=O)N2CCCC2)cc1C(=O)NCCc1ccccc1 | 4.9 | -15 | -2 | -3 | 3 | 2 | 0.0 | -0.1
COC(=O)[C@]12C[C@H](CC(=O)N3CCN(C(=O)c4ccco4)CC3)C(=O)N(CCC3=CCCCC3)C1=C[C@H](C(C)(C)C)O[C@@H]2C | -2.7 | 0 | 6 | · | 1 | -9 | -0.1 | 0.0
O=C(NCCCc1ccccc1)c1ccc(CS(=O)Cc2ccc(Cl)cc2)o1 (stereo not given) | -1.8 | -16 | 0 | -3 | -2 | 1 | · | 0.0
O=C(c1ccccc1)N1CCCC(c2ccc(Cl)cc2)=N1 | 1.0 | -10 | 4 | · | 5 | 13 | · | ·
CSc1nnc(C)c(=O)n1COC(=O)COc1ccc(F)cc1 | -1.0 | -1 | 3 | · | -7 | 7 | -0.1 | 0.1
CC(C)Cn1c(N)c(C(=O)CCl)c(=O)n(C)c1=O | -0.3 | -14 | -2 | -8 | 13 | 13 | -0.1 | 0.0
C[C@@H]1CN([C@H](C)CO)S(=O)(=O)c2ccc(C3=CCCCC3)cc2O[C@H]1CN(C)C(=O)c1ccncc1 | -0.6 | 10 | -3 | 8 | 5 | 9 | -0.1 | 0.3
O=C(NCC(F)(F)F)[C@H]1[C@H](CO)[C@H]2Cn3c(ccc(-c4ccncc4)c3=O)[C@H]2N1Cc1ccncc1 | · | -27 | 0 | 5 | 6 | -4 | -0.3 | 0.1
C[C@@H]1CN([C@H](C)CO)C(=O)c2cc(NS(=O)(=O)c3cn(C)cn3)ccc2O[C@H]1CN(C)Cc1ccc(-c2ccccc2)cc1 | 0.5 | 13 | -1 | 15 | -5 | -1 | 0.0 | -0.6
COc1ccc(C(=O)OCCCc2cc3ccccc3c(=O)o2)cc1 | -1.5 | -44 | -1 | 2 | 6 | -11 | 0.0 | 0.0
CCOC(=O)C1=C(CN2CCSCC2)NC(=O)NC1c1ccc2c(c1)OCO2 (stereo not given) | 4.3 | -5 | 2 | 6 | -5 | -4 | 6.7 | ·
CCOC(=O)CSc1nc(C)c2cccc(C)c2n1 | -1.3 | 5 | 0 | · | 31 | 2 | 8.2 | 0.0
COc1ccc(-n2nnnc2C(c2ccnc3ccccc23)N2CCN(C/C=C/c3ccccc3)CC2)cc1 (stereo not given) | -0.6 | -29 | -3 | -2 | -12 | -4 | 0.0 | ·
O=C(O)COc1ccc2oc3ccccc3c2c1 | 0.7 | -12 | -1 | -5 | 20 | 4 | · | 0.0
Cc1cc(O)c(C(C)C)cc1N=Cc1ccccc1[N+](=O)[O-] | 0.3 | -19 | -1 | -2 | -27 | 3 | -0.1 | 0.0
Cc1cc(/C=C2\SC(=O)NC2=O)c(C)n1-c1ccc(N2CCOCC2)cc1 | -3.7 | -12 | 0 | 5 | -44 | 4 | -0.2 | 0.2
CC(C)NC(=O)N1CC2(C1)[C@H](c1ccccc1)[C@H](CO)N2CCC(F)(F)F | -3.1 | 3 | 0 | · | 3 | -8 | 0.4 | 0.3
CN(C)c1ccc2c(c1)[C@H]1C[C@H](CC(=O)NC3CCCC3)O[C@H](CO)[C@H]1O2 | -4.7 | -47 | -4 | -9 | -1 | 11 | -0.1 | 0.5
Cc1ccc(OCCN2CCN(C)CC2)c([N+](=O)[O-])c1 | -0.4 | 6 | -3 | · | · | -8 | · | 0.0
Cc1ccc2nc(C)c(C(=O)N/N=C/c3cccs3)cc2c1 | · | -8 | 1 | · | -5 | -15 | -1.7 | 0.1
C=CCN(CC=C)C(=O)C1CCN(S(=O)(=O)c2ccc(-n3cnnn3)cc2)CC1 | 2.6 | -4 | 0 | -5 | -7 | -1 | 2.2 | -0.1
COc1cccc(NC(=S)N2C3CCCC2CC(NC(=O)C2CC2)C3)c1 (stereo not given) | 0.4 | -16 | -1 | -1 | -4 | 1 | -0.2 | 0.0
C/C=C/c1ccc([C@H]2[C@@H](CO)N(C(=O)CC)[C@H]2CNC(=O)c2ccncc2)cc1 | 0.4 | · | · | 2 | 12 | 15 | -0.1 | 4.5
Cc1nc2c(o1)C(=O)c1ccccc1C2=Nc1ccccc1 | -3.0 | -5 | 0 | · | 14 | -5 | 0.4 | -0.1
CNC[C@H]1OCc2cnnn2CCCC(=O)N([C@H](C)CO)C[C@H]1C | 2.8 | 4 | 5 | 12 | 2 | 9 | 0.0 | 0.2
O=C(CSc1nnc(CNC(=O)c2ccc(F)cc2)o1)c1ccccc1 | 4.2 | -21 | 0 | 3 | -29 | 2 | -0.1 | 0.2
NC(=O)c1ccc(-n2nnnc2SCC(=O)Nc2ccc(F)cc2)cc1 | -1.3 | -5 | -2 | -7 | -5 | -4 | · | 0.0
COCC#Cc1ccc2c(c1)O[C@@H](CN(C)C(=O)COC)[C@H](C)CN([C@@H](C)CO)S2(=O)=O | 1.3 | -11 | 2 | 7 | 0 | 21 | 0.5 | -0.5
CC(C)CCNC(=O)C1(C)CCN1Cc1ccc(-c2ccccn2)cc1 (stereo not given) | -6.3 | 0 | 0 | 5 | -9 | 4 | 1.0 | -0.1
CC1Oc2ccccc2N(Cc2cccc(F)c2)C1=O (stereo not given) | -0.6 | -1 | 1 | -7 | 43* | 4 | 0.0 | 0.0
N#Cc1ccc(-c2cccnc2)nc1SCC(N)=O | 3.6 | -8 | -3 | -22 | -7 | 4 | -0.3 | 0.3
Cc1nn(-c2ccccc2)nc1CNC(=O)C1CCC1 | -1.2 | -6 | 0 | · | -3 | -3 | -0.3 | -0.1
